Compound activity from PubChem.
Vif-A3F inh: qHTS for Inhibitors of Vif-A3F Interactions: qHTS; 390,000 tested, 0.2% active; Potency, µM (top dose mostly 46.1 µM), inactives show at the top dose activity, negative = active; AID 602313, 2012; HeLa A3F-eYFP + Vif (tagged APOBEC3F with the HIV-1 protein that degrades it), YFP fluorescence increase; also: potency is read from the fitted curve at half-maximal effect; % of control where 0% means no effect; nearly all actives have a fitted effect of over 65% in size
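HeLa cells stably expressing A3F-eYFP plus Vif, plated and incubated overnight at 37 deg C, then exposed to compounds overnight at 37 deg C. Blocked degradation read as raised yellow fluorescence (Ex 488/Em 500-530).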
IDH1 R132H inh: qHTS for Inhibitors of mutant isocitrate dehydrogenase 1 (IDH1): qHTS; IDH1-R132H enzyme, NADPH consumption, diaphorase/resazurin fluorescence; Potency, µM (top dose mostly 76.6 µM), inactives show at the top dose activity change, negative = inhibition, usual class: inhibitors; 390,000 tested, 0.093% active; also: potency is read from the fitted curve at half-maximal effect; % is scaled to controls: 0 for no effect and ±100 for the full control effect; nearly all actives have a fitted effect of over 65% in size
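IDH1-R132H (0.5 ug/mL) preincubated 30 min with compound, then NADPH (0.016 mM) and alpha-KG (2 mM) added; 80 min at RT, pH 7.5. Remaining NADPH coupled via diaphorase/resazurin to fluorescence (540/590 nm); concentration-response curves normalized to no-enzyme control.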
Vif-A3G inh: qHTS for Inhibitors of Vif-A3G Interactions: qHTS. DNA dC->dU-editing enzyme APOBEC-3G (Homo sapiens), Q9HC16. HeLa A3G-eYFP + Vif (tagged APOBEC3G with the HIV-1 protein that degrades it), YFP fluorescence, overnight. Potency, µM (series often up to 46.1 µM), without a hit: at the highest dose activity, negative = active, most hits filed as inhibitors. 410,000 tested, 0.076% active;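 also: potency is read from the fitted curve at half-maximal effect; % is scaled to controls: 0 for no effect and ±100 for the full control effect; nearly all actives have a fitted effect of over 60% in size; hits raise eYFP signal because A3G escapes Vif-driven loss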
Target sequence (Q9HC16 whole entry, looked up): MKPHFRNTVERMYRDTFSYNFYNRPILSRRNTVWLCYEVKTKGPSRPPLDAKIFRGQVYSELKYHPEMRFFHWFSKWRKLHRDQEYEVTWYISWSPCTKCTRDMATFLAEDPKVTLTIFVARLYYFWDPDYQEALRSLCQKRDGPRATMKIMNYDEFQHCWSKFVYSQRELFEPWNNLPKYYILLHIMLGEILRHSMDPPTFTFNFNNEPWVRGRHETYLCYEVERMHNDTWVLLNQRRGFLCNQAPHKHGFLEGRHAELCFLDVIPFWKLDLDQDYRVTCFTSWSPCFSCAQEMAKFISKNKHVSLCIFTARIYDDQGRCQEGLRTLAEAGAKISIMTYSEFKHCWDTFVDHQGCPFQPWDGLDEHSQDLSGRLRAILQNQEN
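Read-out is eYFP fluorescence (Ex 488/Em 500-530) from Vif-expressing HeLa A3G-eYFP cells; more signal means A3G escaped Vif-mediated degradation. Cells plated overnight, compound pinned in, incubated overnight at 37 deg C.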
RGS4 inh: Inhibitors of Regulator of G Protein Signaling (RGS) 4: qHTS. Potency, µM (series often up to 114 µM), without a hit: at the highest dose activity change, negative = inhibition, most hits filed as inhibitors. Transcreener GDP fluorescence polarization, RGS4-accelerated GTP hydrolysis. 390,000 tested, 0.039% active; also: potency is read from the fitted curve at half-maximal effect; % is scaled to controls: 0 for no effect and ±100 for the full control effect; nearly all actives have a fitted effect of over 75% in size; some results filed as inactive show a strong effect at the top dose
Target sequence (P49798 whole entry, looked up): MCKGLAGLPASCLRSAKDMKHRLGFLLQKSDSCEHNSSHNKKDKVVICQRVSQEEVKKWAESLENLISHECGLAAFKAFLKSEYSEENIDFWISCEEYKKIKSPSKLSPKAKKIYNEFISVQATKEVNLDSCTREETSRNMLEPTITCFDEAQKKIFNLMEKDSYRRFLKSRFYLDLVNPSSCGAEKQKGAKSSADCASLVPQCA
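MLSMR compounds (23 nl, pin-transferred) preincubated 10 min at room temperature with a 500nM (2x) first reagent, then RGS4 at 900nM (2x) plus Transcreener GDP mix added; fluorescence polarization (620/688 nm) read before and after 90 min at 30 °C.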
USP1 inh: Inhibitors of USP1/UAF1: Primary Screen | Ubiquitin carboxyl-terminal hydrolase 1 (Homo sapiens), O94782 | recombinant USP1/UAF1, Ub-Rhodamine cleavage fluorescence | Potency, µM (highest dose often 57.1 µM), without a hit: at the highest dose activity change, negative = inhibition, usual class: inhibitors | 390,000 tested, 0.23% active | AID 743255, 2014; also: potency is read from the fitted curve at half-maximal effect; % is scaled to controls: 0 for no effect and ±100 for the full control effect; nearly all actives have a fitted effect of over 60% in size; inactives centre near -12
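USP1/UAF1 complex (1 nM) preincubated 15 min at room temperature with compound, then Ub-Rho substrate (150 nM final) added. Kinetic fluorescence at 480/540 nm over 6 reads at 60 s intervals; 50 mM HEPES pH 7.8, 0.5 mM EDTA, 0.1 mg/ml BSA, 1 mM TCEP, 0.01% Tween-20.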
GRP78 ERSR act: qHTS for Inducers of the Endoplasmic Reticulum Stress Response (ERSR) in Human Glioma: qHTS | U87-MG GRP78 promoter luciferase reporter, 16 h | Potency, µM, without a hit: top-dose activation, usual class: activators | 420,000 tested, 0.02% active; also: potency is read from the fitted curve at half-maximal effect; series mostly up to about 76 µM; % of control where 0% means no effect; nearly all actives have a fitted effect of over 35% in size
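ERSR induction read as luciferase luminescence (Bright-Glo, 10 min at room temperature) in stably transfected human U87-MG glioma cells exposed to compounds for 16 h, using GRP78 as sensor.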
TrxR1 substrate: qHTS Assay for Substrates of Mammalian Selenoprotein Thioredoxin Reductase 1 (TrxR1): qHTS. purified TrxR1 substrate turnover, NADPH consumption readout. Potency, µM (series often up to 114 µM), for inactives: at the highest dose activity change, negative = substrate turnover. 390,000 tested, 0.01% active; also: potency is read from the fitted curve at half-maximal effect; % is scaled to controls: 0 for no effect and ±100 for the full control effect; nearly all actives have a fitted effect of over 50% in size
Target sequence (O89049 whole entry, looked up): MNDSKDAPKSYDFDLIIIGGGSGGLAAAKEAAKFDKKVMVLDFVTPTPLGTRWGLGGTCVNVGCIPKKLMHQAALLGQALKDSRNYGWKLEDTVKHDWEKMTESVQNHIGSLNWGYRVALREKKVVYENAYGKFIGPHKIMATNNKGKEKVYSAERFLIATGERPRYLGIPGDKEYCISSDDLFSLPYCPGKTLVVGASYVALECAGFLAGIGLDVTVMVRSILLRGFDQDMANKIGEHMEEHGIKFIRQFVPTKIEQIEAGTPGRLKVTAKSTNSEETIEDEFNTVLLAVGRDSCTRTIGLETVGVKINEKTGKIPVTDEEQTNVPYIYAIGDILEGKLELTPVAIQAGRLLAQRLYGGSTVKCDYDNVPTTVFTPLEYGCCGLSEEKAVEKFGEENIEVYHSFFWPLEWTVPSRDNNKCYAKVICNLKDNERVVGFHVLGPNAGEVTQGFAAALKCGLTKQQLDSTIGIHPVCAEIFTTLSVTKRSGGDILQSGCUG
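Rat TrxR1, dispensed at 90 nM, was prereduced with 400 uM NADPH (final) for 5 min at ~22 deg C, then incubated with compound 15 min before 400 uM selenite. A first-read NADPH fluorescence drop versus no-compound background flagged substrates.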
rTrxR1 inhibitor: qHTS Assay for Inhibitors of Mammalian Selenoprotein Thioredoxin Reductase 1 (TrxR1): qHTS. 390,000 tested, 1% active. Thioredoxin reductase 1, cytoplasmic (Rattus norvegicus), O89049. Potency, µM (top dose mostly 114 µM), without a hit: at the top dose activity change, negative = inhibition, hits mostly inhibitors. recombinant rTrxR1, NADPH fluorescence consumption, selenite substrate; also: potency is read from the fitted curve at half-maximal effect; % is scaled to controls: 0 for no effect and ±100 for the full control effect; nearly all actives have a fitted effect of over 65% in size
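Rat TrxR1 (90 nM in the dispensed reagent) was pre-reduced with 400 uM NADPH for 5 min at room temperature, then incubated with compound for 15 min. After 400 uM selenite was added, NADPH fluorescence (Ex 340/Em 450 nm) was followed for 8 min.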
LDHA inh: qHTS assay for inhibitors of human lactate dehydrogenase; L-lactate dehydrogenase A chain (Homo sapiens), P00338; purified LDHA, NADH/diaphorase-resazurin fluorescence; hits give low values; activity change, % (values are at about 110 or 230 µM); 480,000 tested, 0.15% active; AID 1347041, 2019; in the data active = activity change below about -30%; inconclusive = mostly about -25% to -30%;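 also: plate controls were DMSO wells for no effect and wells without enzyme for full effect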
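Human LDH5 at 2 nM final in Tris HCl pH 7.4 with 0.06 mM NADH and 0.2 mM pyruvate, reacted 5 minutes at room temperature. Remaining NADH coupled via diaphorase/resazurin; resorufin fluorescence read at 0 and 20 minutes, normalized to enzyme-free and DMSO wells.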
* = called active by the depositor; ? = inconclusive; . = no result given; & = joins results of further samples; [ ] = dose if it differs, or a comment. Unless noted, calls follow the shape of the dose curve; as a rule, active = well fitted curve in the direction sought with a large enough effect; inconclusive = small, poorly fitted or top-dose-only effect, or another doubt; inactive = no such curve, though single readings can be large; an effect the other way counts as inactive or inconclusive.

SMILES	Vif-A3F inh	IDH1 R132H inh	Vif-A3G inh	RGS4 inh	USP1 inh	GRP78 ERSR act	TrxR1 substrate	rTrxR1 inhibitor	LDHA inh
O=C(/C=C/c1ccco1)N(Cc1ccccc1F)C1CCS(=O)(=O)C1 (stereo not given)	-8.9%	0.7%	-0.4%	-39.2%	-23.8%	-1.9%	-2.5%	28.2µM*	-1.3
CCCn1c(N)c(Sc2ccc(C)cc2)c(=O)n(CCC)c1=O	7.9%	3.3%	-8.4%	10.4%	-9.3%	-1.7%	4.2%[57.1 µM]	10.9%	-5.4
COc1ccc(S(=O)(=O)N2CCOC2CNC(=O)C(=O)NCCc2ccccc2OC)cc1 (stereo not given)	-2.4%	-4.3%	4.9%	22.8%	-24.8%	-3.7%	8.4%[57.1 µM]	9.4%[57.1 µM]	-8.7
Clc1ccccc1N1CCN(c2ncnc3nc[nH]c23)CC1	-3.5%	-2.5%	0.7%	3.3%	8.0%	-4.2%	4.5%	30.2%	0.7&-0.8
O=C(/C=C/c1ccccc1)NC(=S)Nc1ccccc1C(=O)NC1CCCCC1	-2.3%	6.0%	-0.2%	7.7%	-5.9%	-5.8%	8.9%[57.1 µM]	8.8%	-12.5
O=C(c1ccco1)N(Cc1cccc(Br)c1)C1CCS(=O)(=O)C1 (stereo not given)	-2.4%	-8.0%	1.7%	2.7%	-16.6%	-4.1%	0.6%	11.3%	-1.9
C/C(=N/NC(=O)CNC(=O)COc1ccccc1)c1ccco1	7.7%	1.6%	5.1%	-1.3%	-13.2%	5.8%	-27.7%[57.1 µM]	4.5%[57.1 µM]	-3.2
CCC(Oc1ccccc1)C(=O)Nc1ccccc1C(=O)N1CCCCC1 (stereo not given)	5.3%	6.6%	-3.6%	-21.5%	-12.0%	-5.4%	-14.9%	-10.8%	-5.0
COc1ccc(CCNC(=O)N2c3ccccc3Sc3ccccc32)cc1	2.4%	2.4%	3.3%	-26.8%	-25.8%	-9.3%	1.1%	7.1%	-4.7
Cc1ccc(CN2CCN(Cc3cnc(C)[nH]3)CC2CCO)cc1 (stereo not given)	0.8%	-12.8%	1.3%	9.6%	-9.8%	-6.9%	2.7%[57.1 µM]	9.9%[57.1 µM]	-6.7
Clc1ccc(CN2CCN(c3ccccc3)CC2)cn1	0.3%	-10.1%	5.2%	18.0%	-3.1%	0.3%	2.9%[57.1 µM]	7.2%[57.1 µM]	-11.4
O=C1CSC(=Nc2ccc(Cl)cc2)N1Cc1ccco1	-0.5%	0.0%	-0.9%	-33.3%	-23.1%	-1.1%	-9.2%	?	-1.0
Cc1ccc(-n2c(C)nnc2SCC(=O)N(C)c2c(N)n(Cc3ccccc3)c(=O)[nH]c2=O)cc1	-2.1%	-2.4%	-2.0%	6.1%	-13.5%	-2.1%	4.1%	18.0%	-2.3
CCOc1cc(NC(=O)c2ccco2)c(OCC)cc1NC(=O)COc1ccccc1	3.9%	8.3%	-3.7%	-38.3%[56.9 µM]	-11.9%	-9.4%	13.6%	13.7%	7.1
Cc1nc(N(C)C)c2sc(=S)n(Cc3ccccc3)c2n1	-8.7%	2.1%	0.0%	-18.1%	-26.6%	-9.1%	3.9%[57.1 µM]	20.5%[57.1 µM]	-6.3
CC(C)C(OC(=O)c1ccco1)C(=O)NC1CCCCC1 (stereo not given)	0.4%	-0.7%	-1.8%	14.8%	4.2%	-3.0%	8.2%	25.5%	-4.6
COc1ccc(NC(=O)CN2C(=O)C3(SCC(=O)N3c3cccc(OC)c3)c3ccccc32)cc1 (stereo not given)	1.2%	5.8%	-0.3%	-7.2%	-26.3%	-1.5%	1.6%	19.3%	-4.9
CCCSc1ncc(Cl)c(C(=O)Nc2sc(C(C)=O)c(C)c2C(=O)OCC)n1	.	.	.	4.4%	-1.0%	.	3.8%	16.6%	-2.2
Cc1ccccc1C(=O)N1CCC(C(=O)NN2C(=O)NC3(CCCCC3)C2=O)CC1	-7.5%	-5.2%	2.4%	16.2%	-5.4%	-1.6%	1.3%	12.1%	-12.6
CCCC(=O)Nc1ccccc1NC(=O)c1ccc(OC(C)=O)cc1	9.1%	4.9%	-0.6%	2.6%	-10.1%	-3.4%	3.3%	14.7%	2.8
O=C(O)COc1c(-c2ccco2)oc2ccccc2c1=O	-1.6%	10.0%	-0.4%	-6.5%	-15.5%	-3.9%	35.2%[activator][57.1 µM]	?	0.9
CC(NC(=O)CN(C)Cc1cccc(F)c1)c1ccccc1 (stereo not given)	-13.5%	2.3%	-4.7%	-5.4%	-20.7%	3.3%	-4.8%	-8.4%	-0.9
NC(=O)c1ccsc1NC(=O)COC(=O)c1ccc(Cl)nc1	4.1%	-2.8%	-1.0%	-23.1%	2.2%	0.7%	-9.5%	-12.6%	-3.7
CCC1CCCCN1S(=O)(=O)c1ccc([N+](=O)[O-])cc1 (stereo not given)	1.6%	3.3%	5.1%	-6.9%	3.3%	0.5%	-5.7%	2.9%	-1.4
COc1cc(C)c(N)cc1C(C)C	7.6%	3.2%	0.9%	-20.0%	-12.4%	-3.8%	-1.3%[57.1 µM]	4.6%[57.1 µM]	8.9
SMILES	Vif-A3F inh	IDH1 R132H inh	Vif-A3G inh	RGS4 inh	USP1 inh	GRP78 ERSR act	TrxR1 substrate	rTrxR1 inhibitor	LDHA inh
O=C(CC(C(=O)O)P(=O)(c1ccccc1)c1ccccc1)c1ccc(Br)cc1 (stereo not given)	-0.4%	0.8%	-1.1%	-3.8%	1.5%	-0.9%	3.1%	?	-7.1
O=c1c2ccccc2c(/C=N/c2nnc(Cc3ccccc3)s2)c(O)n1-c1ccc(Cl)cn1	-28.9%	-3.8%	-4.3%	-13.5%	-18.1%	-3.8%	32.7%[activator]	-9.0%	-5.8
CCn1cc(/C=C/C(=O)c2ccc(O)cc2)c(C)n1	-3.9%	7.4%	4.0%	9.5%	-19.0%	-3.4%	-0.3%[57.1 µM]	-19.3%[57.1 µM]	-12.8
O=C1OCCN1C(=O)[C@H]1[C@H](c2ccccc2)C(c2cccc(Cl)c2)=NN1c1ccccc1	4.8%	5.2%	0.3%	5.5%	-31.3%	-2.9%&-3.1%	118.6%[activator]	128.2%[activator]	0.2
O=C(CN(Cc1ccccc1)S(=O)(=O)c1ccc2c(c1)OCCO2)Nc1ccc2c(c1)OCCO2	8.0%	2.9%	1.5%	-14.5%	-4.3%	5.7%	-5.4%	14.9%	4.4
N/C(=N\OC(=O)CCc1ccccc1)c1cccc(Br)c1	-5.2%	3.0%	-1.5%	-2.8%	-19.0%	2.5%	2.5%	11.0%	7.4
CN1CCN(c2ccc(CNS(=O)(=O)c3cccc(F)c3)cc2)CC1	-7.6%	-2.1%	-6.3%	-9.1%	-23.4%	-3.1%	3.4%	23.0%	-6.9
CN1CCN(C2(CNC(=O)COc3ccc(C(C)(C)C)cc3)CCCCC2)CC1	0.1%	2.8%	-1.2%	7.1%	-17.1%	-3.4%	6.5%	18.5%	-2.3
Nc1ncnc2c1ncn2[C@@H]1O[C@H](CO)C[C@H]1O	-3.5%	-6.1%	0.0%	-8.7%	-3.8%	4.3%	-1.9%	11.1%	-4.4
COCCNC(=S)N1CCN(S(=O)(=O)c2ccc(Cl)s2)CC1	-4.8%	-0.2%	0.5%	-28.3%	-5.1%	0.1%	-0.6%	5.7%	-8.1
CC[C@@H](C)[C@@H](C(=O)N1CCN(C(=O)OC(C)(C)C)CC1)n1cc(CCCN=C(NC(=O)OC(C)(C)C)NC(=O)OC(C)(C)C)nn1	-0.8%	-1.1%	2.5%	-3.8%	-29.2%	-1.5%	-6.4%[57.1 µM]	-15.0%[57.1 µM]	-0.7
O=C(NCC1CCCO1)C1CCN(C2CCN(C(=O)C3CCCCC3)CC2)CC1 (stereo not given)	-16.6%	3.2%	3.4%	-39.6%	-13.5%	-2.4%	7.3%[57.1 µM]	15.3%[57.1 µM]	-2.8
Cc1ccc(C(=O)Oc2ccc(Br)cc2C(=S)N2CCOCC2)cc1	-2.1%	0.1%	-6.0%	-46.6%	-8.3%	-4.2%	0.9%	15.9%	-2.4
O=S(=O)(c1ccc(Oc2ccc(-c3nnco3)cc2)nc1)N1CCC(Cc2ccccc2)CC1	-2.2%	-10.7%	-0.7%	-35.0%	-22.5%	-15.3%	8.0%	12.3%	-3.0
CSc1ccccc1OCc1cc(C(=O)N(C)Cc2ccncn2)no1	4.8%	5.4%	-0.7%	-23.4%	-5.7%	-2.4%	-8.0%	-18.0%	0.3

The list is partial. The share of hits here may be higher or lower than overall.
